Screening data as filed in PubChem.
BioA inh: M. tuberculosis BioA enzyme inhibitors, primary screen, biochemical, plate reader, single point, HTS; 7,8-diaminopelargonic acid synthase BioA (Mycobacterium tuberculosis); purified M. tuberculosis BioA enzyme; inhibition, % at 9.99 µM; 0.096% of 360,000 active; AID 602481, 2012; in the data active = inhibition above about 40%
FBA Mtb inh: Mtb FBA enzyme inhibitors, primary screen, biochemical, fluorescence, strain H37Rv; Fructose-bisphosphate aldolase (Mycobacterium tuberculosis (strain ATCC 25618 / H37Rv)), …; purified M. tuberculosis FBA, fluorescence read-out; inhibition, % at 1 µM; 2.3% of 360,000 active; AID 588726, 2011; in the data active = inhibition above about 27%;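 note: 0% = vehicle and 100% = reference inhibitor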
Target sequence (P9WQA3 whole entry, looked up): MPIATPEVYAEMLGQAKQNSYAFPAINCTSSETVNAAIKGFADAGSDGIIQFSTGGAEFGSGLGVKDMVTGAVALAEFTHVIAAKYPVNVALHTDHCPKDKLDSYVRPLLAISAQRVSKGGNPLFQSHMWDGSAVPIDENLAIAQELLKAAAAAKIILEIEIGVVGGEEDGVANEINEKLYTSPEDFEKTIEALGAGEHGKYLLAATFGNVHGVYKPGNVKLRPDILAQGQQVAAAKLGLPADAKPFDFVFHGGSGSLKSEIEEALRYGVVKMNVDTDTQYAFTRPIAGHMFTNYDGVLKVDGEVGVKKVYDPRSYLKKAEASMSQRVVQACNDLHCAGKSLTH
PfHsp40 yeast: rescue of yeast from PfHsp40 toxicity, primary screen, S. cerevisiae, ATP luminescence; growth rescue, % at 12.5 µM; S. cerevisiae expressing PfHsp40, growth rescue; 0.68% of 340,000 active; in the data active = growth rescue above about 28%, passing the limit was not always enough;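 note: yeast W303a lacking pdr1 and pdr3 grown in galactose medium; growth measured after three days at 30 °C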
FadD28 binding: inhibitors of FadD28 bisubstrate probe binding, primary screen, biochemical, fluorescence polarization, single point; inhibition, % at 12.5 µM; 0.22% of 360,000 active; Mycobacterium tuberculosis FadD28 fatty-acid-AMP ligase; in the data active = inhibition above about 8.5%, passing the limit was not always enough
UGM FP inh: M. tuberculosis UGM enzyme inhibitors, primary screen, biochemical, fluorescence polarization, single point; UDP-galactopyranose mutase (Mycobacterium tuberculosis (strain ATCC 25618 / H37Rv)), …; purified UGM, fluorescence polarization probe displacement; inhibition, % at 10 µM; 0.06% of 320,000 active; in the data active = inhibition above about 10%, passing the limit was not always enough
Target sequence (P9WIQ1 whole entry, looked up): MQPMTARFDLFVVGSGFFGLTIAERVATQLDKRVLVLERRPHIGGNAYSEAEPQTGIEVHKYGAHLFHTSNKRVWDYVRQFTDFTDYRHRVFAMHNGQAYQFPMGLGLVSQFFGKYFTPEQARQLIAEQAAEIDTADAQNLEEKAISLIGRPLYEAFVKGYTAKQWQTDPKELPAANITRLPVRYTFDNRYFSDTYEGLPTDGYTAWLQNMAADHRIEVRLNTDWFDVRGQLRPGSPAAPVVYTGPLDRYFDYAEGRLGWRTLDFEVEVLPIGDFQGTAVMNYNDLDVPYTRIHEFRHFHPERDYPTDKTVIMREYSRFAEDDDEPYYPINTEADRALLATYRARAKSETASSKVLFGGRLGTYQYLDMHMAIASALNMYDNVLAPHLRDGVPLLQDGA
Y pestis TopoI: Yersinia pestis topoisomerase I inhibitors, primary screen, biochemical, cleavage product accumulation, plate reader, single point; DNA topoisomerase I (Yersinia pestis CO92); Y. pestis Topo-I cleavage product accumulation; activity, % at 10 µM; 0.064% of 360,000 active; in the data active = activity above about 50%, passing the limit was not always enough; note: inactives centre near 2
BH1578 lux ind: inducers of Vibrio cholerae quorum light production without autoinducers, primary screen, BH1578 luxS cqsA deficient, single point. 0.16% of 350,000 active. AID 588436, 2011. V. cholerae BH1578 lux reporter, luminescence, 6 h. activation, % at 18.7 µM; in the data active = activation mostly above about 9.7%, no sharp cut-off; note: not every result past the cut was called active; inactives centre near 0; reference of the scale not given here
GDH-TPI counter: GDH-TPI coupling enzyme inhibitors, primary screen, artefact control for M. tuberculosis FBA inhibitor project, biochemical, absorbance, full deck; 1.2% of 360,000 active; inhibition, % at 4.8 µM; GDH-TPI coupled enzyme counterscreen, NADH absorbance; in the data active = inhibition above about 30%;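 note: 0% = DMSO wells and 100% = wells lacking the enzyme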
TcdB inh: TcdB glycohydrolase inhibitors, primary screen, biochemical, single point, plate reader | Toxin B (Clostridioides difficile), P18177 | TcdB glycohydrolase enzymatic assay | inhibition, % at 9.99 µM | 0.24% of 350,000 active; in the data active = inhibition above about 10%
* = called active by the depositor; i = inactive; . = not tested or not shown.

SMILES	BioA inh	FBA Mtb inh	PfHsp40 yeast	FadD28 binding	UGM FP inh	Y pestis TopoI	BH1578 lux ind	GDH-TPI counter	TcdB inh
CC1CCN(S(=O)(=O)c2cccc(C(=O)N(C)C3(C)CCS(=O)(=O)C3)c2)CC1 (stereo unspecified)	2.8	0	-0.5	-2.5	-4.1	1	5.3	3	-1.3
O=C(c1cn(-c2ccccc2)nc1-c1ccc(Cl)s1)N1CCOCC1	3.2	3	2.2	-2.4	1.3	23	-0.4	1	.
CN1CCN(C(=O)c2cc3cc(Cl)ccc3[nH]2)CC1	1.1	1	-0.8	-3.8	-1.4	-3	i	11	1.5
CC(C)C(=O)Nc1sc2c(c1C(N)=O)CCN(Cc1ccccc1)C2	2.3	4	-0.8	-0.4	-0.3	13	-0.9	-5	-0.7
CC1(Cc2cccc(C(F)(F)F)c2)C(=O)Nc2c(Cl)ccc(Cl)c21 (stereo unspecified)	-10	-2	.	-2.8	.	27	3.0	5	2.8
CC(C)(CNC(=O)c1cc(=O)[nH]c2ccccc12)N1CCOCC1	-1.4	5	0.2	-2.7	1.3	0	i	8	.
COCCNC(=O)c1ccc(C(=O)NCCOC)s1	-1.4	-1	-0.4	-5.3	-0.6	6	i	-2	.
Cc1c2cnn(CC(=O)NCCN3CCOCC3)c(=O)c2c(C)n1Cc1ccccc1	6.3	-1	0.3	0.3	1.5	-1	-0.2	10	1.2
CCc1noc(C)c1C(=O)OCC(=O)NC(=O)c1ccccc1	-2.2	-3	-1.1	-5.2	1.6	8	i	-2	0.4
CC1(C)CCN2CCC(C)(C)c3c(O)ccc1c32	-8.6	-2	-1.6	-1.0	2.5	-20	-0.3	7	0.8
CCOC(=O)c1c(-c2ccc(OC)cc2)csc1NC(=O)C1CCCO1 (stereo unspecified)	.	-3	3.8	-3.1	2.6	24	-2.7	-1	1.1
COC1=CC(=O)[C@@]2([C@@H]1O)[C@@H](Cl)C[C@]13C(OC)=C(OC)C(=O)C[C@]21CCN3C	-1.7	-1	3.5	0.8	-1.6	9	i	9	-0.6
CCCCOC(=O)Nc1nnc(COc2ccccc2)s1	0.5	3	0.1	-0.1	0.4	28	-0.2	7	.
Cc1cc(C(=O)Nc2ccccc2Cl)c2ccccc2n1	-2.0	2	-0.4	-3.2	-0.6	-1	-0.5	4	1.1
CCn1cc(CN2CCN(CC(C)(C)C)C(CCO)C2)c2ccccc21 (stereo unspecified)	5.6	1	0.3	-2.9	-0.3	-1	i	8	-0.5
Cc1ccc(Sc2ccc(/C=C3/C(=O)NN(c4ccccc4)C3=O)o2)cc1	.	-2	-1.9	1.4	3.3	-11	i	11	0.4
CN(C)C(=O)N1CCCC(C(=O)NCc2ccc(F)cc2Cl)C1 (stereo unspecified)	-1.6	-2	-1.0	-2.2	-1.0	0	i	4	.
CCN1CCN(C(=O)c2cc(-c3ccc(Cl)s3)nc3ccccc23)CC1	3.6	118*	-0.5	.	.	7	-0.1	21	0.7
CC(=O)Nc1cccc(NC(=S)Nc2cccc(Cl)c2C)c1	0.0	0	0.4	-1.3	-2.2	0	-0.9	-1	-0.7
C[C@H](NC(=O)c1nc[nH]c1C(=O)N[C@H](C)c1ccccc1)C(=O)OC(C)(C)C	1.4	-3	1.7	-2.3	-3.0	16	-0.3	-1	2.1
COCCn1c(C)cc(C(=O)COC(=O)c2ccc3c(c2)NC(=O)CS3)c1C	.	5	-1.0	-2.0	-1.4	3	-0.3	0	.
Cc1cccc(NC(=O)C2CCCN(S(=O)(=O)c3cccc4nonc34)C2)c1 (stereo unspecified)	.	-3	-1.8	0.4	-4.0	6	0.1	3	0.3
CCC1=NN(C(=O)Cc2ccc([N+](=O)[O-])cc2)C(O)(c2ccncc2)C1 (stereo unspecified)	.	0	-0.7	-0.5	7.2	4	-0.3	9	2.0
O=[N+]([O-])c1ccc(-c2cn(-c3ccc(Cl)cc3)c(=S)[nH]2)cc1	-2.3	1	-0.8	-0.6	0.2	-10	2.4	10	.
CCOC(=O)C1CCCN(C(=O)c2cn(C)c3ccc(S(=O)(=O)N(C)C)cc3c2=O)C1 (stereo unspecified)	1.3	3	-0.5	-1.7	0.1	0	i	30	0.9
Cc1ccc(C)c(SCC(=O)N(C)CC(=O)Nc2ccc(N3CCOCC3)cc2)c1	.	-1	-0.6	1.0	2.1	25	0.6	-1	0.2
CCN(CC)c1nc(SCC(=O)O)nc(N(CC)CC)n1	-0.3	-1	-1.6	-0.8	-2.6	1	-0.7	8	.
CCCCN(C(=O)CSc1nncn1-c1ccccc1)c1c(N)n(Cc2ccccc2)c(=O)[nH]c1=O	.	3	0.0	-2.8	-1.9	3	-2.9	0	-1.4
CN(C/C=C/c1ccccc1)Cc1cccc2ccccc12	-0.4	-5	-1.7	-3.2	0.4	19	-0.3	11	3.1
CC(C(=O)N1CCOCC1)N1C(=O)c2cccc3cccc(c23)C1=O (stereo unspecified)	.	-1	0.9	-1.7	0.3	-1	.	7	2.1
c1n[nH]c(SCCCCSc2ncn[nH]2)n1	-1.6	0	0.2	0.4	-0.2	-3	i	-15	.
CN(Cc1nc(-c2ccncc2)no1)S(=O)(=O)c1ccccc1	1.9	3	-1.3	1.3	-2.7	5	-0.8	4	.
CCn1cc(/C=C(\NC(=O)c2ccccc2OC)C(=O)NCCCN2CCOCC2)c2ccccc21	.	-5	-0.3	-1.7	0.4	5	i	28	-0.2
COc1ccc(-c2cnn3c(N)c(S(=O)(=O)c4ccccc4)cnc23)cc1	4.9	-2	-1.0	-1.5	2.3	3	-0.2	-2	.
O=C(CCc1ccncc1)N1CCCC(Nc2ccc(F)c(F)c2)C1 (stereo unspecified)	1.4	0	-0.4	-4.2	-1.4	0	i	-7	0.4
O=[N+]([O-])c1ccc(OCC(O)CNC2CCCC2)cc1 (stereo unspecified)	.	5	-1.0	-2.1	0.2	-5	0.1	8	0.4
Cc1cccc(N(C(=O)CCC(=O)Nc2nccs2)C(C(=O)NC(C)(C)C)c2ccc(O)cc2)c1 (stereo unspecified)	.	-6	-0.8	-4.6	5.9	2	-1.8	-3	1.2
COc1cccc(C2C(C#N)=C(N)N(N(C)C)C3=C2C(=O)CCC3)c1OC (stereo unspecified)	1.7	2	-0.6	0.0	2.9	2	-0.4	4	0.0
COc1ccccc1C(CNC(=O)CNC(=O)c1cccc(Cl)c1)N1CCCC1 (stereo unspecified)	-1.5	0	-1.1	-1.8	.	-11	-0.3	8	0.9
Cc1ccc2cc(C#N)c(N3CCN(C)CC3)nc2c1	0.7	9	-0.8	-2.6	-4.9	-3	-5.9	12	.
CCCCCNC(=O)C(C)NS(=O)(=O)c1ccc(OC)cc1 (stereo unspecified)	-0.2	-5	0.3	-2.9	-0.2	-10	i	-4	.
CCN(CC(=O)Nc1ccc2c(c1)OCCO2)C(=O)c1cc(S(=O)(=O)N2CCOCC2)ccc1F	0.9	1	1.9	-5.3	.	5	-0.9	-3	1.4
O=C(Cc1cccc([N+](=O)[O-])c1)Nc1ccccc1	-0.1	-2	.	-4.7	.	6	i	2	2.2
C=CCNC(=O)/C=C/c1cccs1	.	-1	-0.4	-1.5	-1.2	0	i	4	0.4
CCC/C(O)=C1\C(=O)CC(C)(C)CC1=Nc1ccccc1O	.	3	-1.3	-4.3	2.0	2	0.1	-3	1.1
COc1ccc(C(=O)Nc2cccc(/C=C(/CCC(=O)O)c3nc4ccccc4s3)c2)cc1	.	6	-1.3	-7.3	.	26	-1.0	29	0.6
N#Cc1ccccc1OCC(=O)NCc1ccccc1CN1CCCC1	-1.5	6	-0.5	-0.6	-1.0	-2	-0.4	5	1.6
COc1cccc(CC(=O)OC(C)C(=O)Nc2ccc(Cl)cn2)c1 (stereo unspecified)	-1.3	1	1.0	-0.7	2.1	11	-0.6	6	2.0
CCOC(=O)C1=C(C)N(CC(C)C)C(=O)/C1=C\c1ccc(OCC(=O)Nc2ccccc2)cc1	-0.5	-3	2.8	-3.7	0.6	30	i	0	.
COc1ccccc1N1CCN(C2CCCN(C(=O)CCn3cncn3)C2)CC1 (stereo unspecified)	-1.1	2	0.8	-1.3	2.0	-3	.	9	1.7

Entries above containing a halogen:
SMILES	BioA inh	FBA Mtb inh	PfHsp40 yeast	FadD28 binding	UGM FP inh	Y pestis TopoI	BH1578 lux ind	GDH-TPI counter	TcdB inh
O=C(c1cn(-c2ccccc2)nc1-c1ccc(Cl)s1)N1CCOCC1	3.2	3	2.2	-2.4	1.3	23	-0.4	1	.
CN1CCN(C(=O)c2cc3cc(Cl)ccc3[nH]2)CC1	1.1	1	-0.8	-3.8	-1.4	-3	i	11	1.5
CC1(Cc2cccc(C(F)(F)F)c2)C(=O)Nc2c(Cl)ccc(Cl)c21 (stereo unspecified)	-10	-2	.	-2.8	.	27	3.0	5	2.8
COC1=CC(=O)[C@@]2([C@@H]1O)[C@@H](Cl)C[C@]13C(OC)=C(OC)C(=O)C[C@]21CCN3C	-1.7	-1	3.5	0.8	-1.6	9	i	9	-0.6
Cc1cc(C(=O)Nc2ccccc2Cl)c2ccccc2n1	-2.0	2	-0.4	-3.2	-0.6	-1	-0.5	4	1.1
CN(C)C(=O)N1CCCC(C(=O)NCc2ccc(F)cc2Cl)C1 (stereo unspecified)	-1.6	-2	-1.0	-2.2	-1.0	0	i	4	.
CCN1CCN(C(=O)c2cc(-c3ccc(Cl)s3)nc3ccccc23)CC1	3.6	118*	-0.5	.	.	7	-0.1	21	0.7
CC(=O)Nc1cccc(NC(=S)Nc2cccc(Cl)c2C)c1	0.0	0	0.4	-1.3	-2.2	0	-0.9	-1	-0.7
O=[N+]([O-])c1ccc(-c2cn(-c3ccc(Cl)cc3)c(=S)[nH]2)cc1	-2.3	1	-0.8	-0.6	0.2	-10	2.4	10	.
O=C(CCc1ccncc1)N1CCCC(Nc2ccc(F)c(F)c2)C1 (stereo unspecified)	1.4	0	-0.4	-4.2	-1.4	0	i	-7	0.4
COc1ccccc1C(CNC(=O)CNC(=O)c1cccc(Cl)c1)N1CCCC1 (stereo unspecified)	-1.5	0	-1.1	-1.8	.	-11	-0.3	8	0.9
CCN(CC(=O)Nc1ccc2c(c1)OCCO2)C(=O)c1cc(S(=O)(=O)N2CCOCC2)ccc1F	0.9	1	1.9	-5.3	.	5	-0.9	-3	1.4
COc1cccc(CC(=O)OC(C)C(=O)Nc2ccc(Cl)cn2)c1 (stereo unspecified)	-1.3	1	1.0	-0.7	2.1	11	-0.6	6	2.0
